Screening results (PubChem BioAssay)
HT1080 IDH1KD tx: toxicity to HT-1080 IDH1 knockdown cells (counter line) | HT-1080 IDH1 knockdown viability, ATP luminescence, 48 h | hit rate 2% among 360,000 | Potency, µM (titrated, usually from 46.1 µM), for the others: at the top dose activity, negative = toxicity, actives largely listed as cytotoxic;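 note: potency is the fitted concentration of half-maximal effect; 0% = DMSO wells and -100% = cell-free medium wells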
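Using the IDH1-knockdown HT-1080 line run in the same batch and compound series as the NT line, viability after 48 h at 37 °C was determined by CellTiter-Glo luminescence and expressed as % activity.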
HEK293 tox: cytotoxicity counter-screen for GLP-1 receptor inverse agonists. AID 624418. Potency, µM (doses to about 38.3 µM), for the others: top-dose activity change, negative = inhibition, most hits filed as inhibitors. hit rate 0.13% among 410,000. HEK293 cAMP-luciferase reporter cells, luminescence, 24 h;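 note: loss of luciferase light is scored as toxicity; potency is the fitted concentration of half-maximal effect; % is set by controls: 0 for no effect and ±100 for the full control effect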
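Here, cytotoxicity is scored as loss of luminescence. The MLSMR collection was tested on cells seeded in medium containing 10% Nu serum, with a 24 hr compound exposure preceded by 12 hours of culture.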
KB-3-1 tox: KB-3-1 parental cell cytotoxicity. hit rate 1.4% among 400,000. KB-3-1 viability, CellTiter-Glo ATP luminescence, 72 h. Potency, µM (titrated, usually from 46.1 µM), for the others: at the top dose activity change, negative = cytotoxic, hits mostly cytotoxic; note: potency is the fitted concentration of half-maximal effect; % is set by controls: 0 for no effect and ±100 for the full control effect; nearly all actives have a fitted effect of over 60% in size
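Cytotoxicity in the drug-sensitive parental line KB-3-1 was scored as loss of CellTiter-Glo luminescence following 72 h incubation with compound. Values come from curve fitting of normalized concentration-response data.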
KB-V1 MDR tox: kills drug-selected multidrug resistant KB-V1 cells; KB-V1 MDR cells viability, CellTiter-Glo, 72 h; Potency, µM (top dose mostly 46.1 µM), for inactives: at the highest dose activity change, negative = cytotoxicity, actives largely listed as cytotoxic; hit rate 3.4% among 400,000; note: potency is the fitted concentration of half-maximal effect; % is set by controls: 0 for no effect and ±100 for the full control effect; nearly all actives have a fitted effect of over 60% in size
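Following 72 h at 37 degrees C with compound, KB-V1 cell viability was read by CellTiter-Glo luminescence, medium being phenol-red-free DMEM plus 10% FBS; concentration-response parameters came from normalized, curve-fitted qHTS data.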
DRD3 agonist: D3 dopamine receptor (human) agonism; P35462; D3R DiscoveRx beta-arrestin cells, luminescence, 90 min; max activation, %; hit rate 0.58% among 410,000; AID 652048; in the data active = max activation above about 30%; note: 0% is about no effect; mostly tested at two doses, the higher about 12 µM
Target sequence (P35462 whole entry, looked up): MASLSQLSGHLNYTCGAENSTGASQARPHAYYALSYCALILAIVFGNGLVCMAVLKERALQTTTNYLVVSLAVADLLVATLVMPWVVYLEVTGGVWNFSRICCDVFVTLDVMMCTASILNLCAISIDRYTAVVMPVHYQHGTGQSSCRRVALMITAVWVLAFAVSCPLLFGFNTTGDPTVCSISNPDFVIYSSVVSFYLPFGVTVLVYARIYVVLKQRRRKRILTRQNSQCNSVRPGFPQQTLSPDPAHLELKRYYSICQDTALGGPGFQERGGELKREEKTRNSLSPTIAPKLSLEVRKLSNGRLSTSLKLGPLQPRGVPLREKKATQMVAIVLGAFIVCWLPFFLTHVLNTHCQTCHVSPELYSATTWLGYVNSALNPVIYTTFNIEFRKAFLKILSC
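Cells at 1500/well, incubated overnight, then treated with pinned compounds (dopamine as control) for 90 min at 37 degrees C. DiscoveRx reagent added for 30 - 60 minutes at room temperature; luminescence read.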
IL1B secr inh: blocks inflammasome-driven IL-1 beta release; THP-1 LPS/ATP IL-1B secretion, AlphaLISA, 16 h; active compounds read low; activity change, % at 57.5 µM; hit rate 4.7% among 360,000; AID 743279; in the data active = activity change below about -50%; inconclusive = mostly about -30% to -49%; note: % is set by controls: 0 for no effect and ±100 for the full control effect
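THP-1 cells pretreated 1 hr with compounds (up to 57.5 uM final), then stimulated with LPS (250 ng/mL final) plus ATP (1.25 mM final); secreted IL-1B measured by AlphaLISA after 16 hr, decreased signal indicating inhibition.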
HT1080-NT tox: kills 2HG-producing HT-1080-NT fibrosarcoma cells; hit rate 1.6% among 360,000; HT-1080-NT fibrosarcoma viability, CellTiter-Glo ATP luminescence, 48 h; Potency, µM (doses to about 46.1 µM), for the others: at the highest dose activity, negative = less viability, hits mostly cytotoxic;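 note: NT is the 2HG producing partner of a matched IDH1 knockdown line; potency is the fitted concentration of half-maximal effect; 0% = DMSO-treated cells and -100% = media-only wells without cells; nearly all actives have a fitted effect of over 55% in size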
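750 cells/well, RPMI + 5% FBS; 2 h settle, compound pin-transfer, 48 h at 37 degrees C. CellTiter-Glo 10 min RT, luminescence. Normalized to DMSO and media-only wells.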
MCF10A rerep: inducers of DNA re-replication in MCF 10A breast cells | MCF 10A DNA re-replication, Hoechst nuclear intensity, 48 h | Potency, µM (titrated, usually from 46.1 µM), without a hit: at the top dose activity, positive = re-replication, actives largely listed as activators | hit rate 2.9% among 350,000; note: potency is the fitted concentration of half-maximal effect; % of control where 0% means no effect; nearly all actives have a fitted effect of over 50% in size
SW480 rerep: induces DNA re-replication in SW480 colon adenocarcinoma cells | SW480 DNA re-replication, Hoechst DNA content imaging, 48 h | Potency, µM (highest dose often 46.1 µM), without a hit: at the highest dose re-replication activation, actives largely listed as activators | hit rate 1.8% among 340,000; note: potency is the fitted concentration of half-maximal effect; % of control where 0% means no effect; nearly all actives have a fitted effect of over 55% in size
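First, 250 cells per well were seeded. Next, compound or vehicle (23 nL) was pinned in, plates sat 48 hr at 37 C. Finally Hoechst was added for 40 min before fluorescence scanning.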
* marks the source's active call; other numbers are inactive results; i = inactive; ? = inconclusive; . = no result given; [ ] = dose if it differs, or a comment. Unless noted, calls come from the whole dose curve; as a rule, active = well fitted curve in the direction sought with a large enough effect; inconclusive = small, poorly fitted or top-dose-only effect, or another doubt; inactive = no such curve, though single readings can be large; an effect the other way counts as inactive or inconclusive.

SMILES	HT1080 IDH1KD tx	HEK293 tox	KB-3-1 tox	KB-V1 MDR tox	DRD3 agonist	IL1B secr inh	HT1080-NT tox	MCF10A rerep	SW480 rerep
Cc1cc(NC(=O)CSc2nnc(COc3cccc(C)c3C)n2C)no1	16%	1%	-2%	?	1	3	10%	-16%	4%
C/C=C/c1ccc(OCC(=O)N(CCOC)c2c(N)n(CCCC)c(=O)[nH]c2=O)c(OC)c1	14%	2%	-6%	-15%	0	-6	2%	-3%	-10%
C1CC(=NN=C2CCSCC2)CCS1	-3%	-6%	20%	11%	26	-14	7%	-6%	-5%
COc1ccc(Nc2nc(Cl)nc(Nc3ccc(OC)cc3)n2)cc1	3%	-3%	-2%	2%	8	-24	-4%	15%	3%
O=C(N/N=C/c1cc(Br)c(O)c(Br)c1)c1cccnc1	-1%	17%	0%	25%	-15	7	7%	-3%	-9%
O=C(N/N=C/c1cn(Cc2ccccc2)c2ccccc12)c1cccnc1	-30%	-5%	-21%	-10%	-4	-29	-20%	-1%	0%
COc1ccc(CNc2ccc(-c3ccccc3OC)nn2)cc1	3%	-17%	?	-6%	-3	-6	3%	0%	2%
CCCOc1ccc(N2C(=O)CC(N3CCN(c4nc5ccccc5s4)CC3)C2=O)cc1 (stereo unspecified)	-1%	1%	-1%	1%	5	14	0%	5%	-4%
CCN(CC)CCNC(=O)c1ccc(-n2c(C)cc3c2CCCC3=O)cc1	0%	12%	-2%	26%	4	16	-3%	?	3%
CC1=NN(C(C#N)c2ccc(F)cc2)C(C)(C)C1 (stereo unspecified)	16%	-1%	5%	-3%	7	0	12%	-10%	2%
CCc1ccccc1N1C(=O)C2C3C=CC(CC3)C2C1=O (stereo unspecified)	6%	-2%	2%	3%	5	12	-1%	1%	-9%
CC1Cc2cc(S(=O)(=O)NCCC(=O)N(C)Cc3ccccc3)ccc2N1C(=O)C1CC1 (stereo unspecified)	0%	-32%	-2%	0%	1	-8	-2%	12%	-2%
Cc1ccc(CCNS(=O)(=O)c2ccc3c(c2)CC(C)N3C(=O)C2CCC2)cc1 (stereo unspecified)	.	1%	-10%	-1%	2	.	.	.	.
Cc1ccc(C(C)C)c(OCc2ccc(C(=O)Nc3ccc(S(N)(=O)=O)cc3C)o2)c1	.	2%	-1%	-7%	5	.	.	.	.
COc1ccccc1/C(C)=N/NC(=O)c1nnn(-c2nonc2N)c1C(C)C	-5%	-4%	10%	0%	2	4	-1%	-7%	0%
CN1CCN(C(=O)/C(=C\c2cccs2)NC(=O)c2cccs2)CC1	9%	2%[1.53 µM]	0%	-12%	-4	2	1%	5%	?
CC(C)CNc1ncnc2c1ncn2[C@H]1CN(Cc2ccco2)C[C@@H](CO)O1	7%	0%	0%	4%	-2	19	9%	.	.
Cc1ccc(C(=O)Nc2cccc(C(=O)N3CCN(C)CC3)c2)cc1	-5%	0%	1%	-3%	-1	7	5%	-8%	-2%
CC12CN3CC(C)(CN(C1)C3c1ccc3c(c1)OCO3)C2 (stereo unspecified)	2%	2%	24%	8%	0	-7	11%	2%	0%
CC1CCN(S(=O)(=O)c2ccc(S(=O)(=O)NCC3COCCO3)cc2)CC1 (stereo unspecified)	3%	-13%	0%	-28%	2	19	12%	-7%	1%
O=C(COc1ccccc1Cl)Nc1ccc(CN2CCOCC2)cc1	-1%	6%	-3%	0%	-7	-14	-6%	0%	-18%
CCc1ccc(NC(=O)C(CC)Sc2nc3cc4c(cc3c(=O)n2Cc2ccco2)OCO4)cc1 (stereo unspecified)	-20%	?	?	?	1	0	-22%	18µM*	?
CCNC(=S)NNC(=O)c1cc(-c2cccc(C)c2)nc2ccccc12	6.3µM*	-15%	?	?	2	-11	?	2%	-9%
O=[N+]([O-])/C(=C\Nc1ccc(F)cc1F)S(=O)(=O)c1ccccc1	3%	1%	2%	-11%	-3	-12	9%	24%	-5%
COc1ccc(CNC(=O)CSc2ncn[nH]2)cc1	3%	-5%	?	-6%	-10	-16	-1%	5%	-3%
O=C(COC(=O)c1ccc(S(=O)(=O)N2CCCC2)cc1)Nc1cccnc1Cl	7%	-11%	6%	0%	-10	22	5%	-14%	9%
O=C(CSc1nc2ccccc2c(=O)n1-c1ccccc1)N1CCc2ccccc21	-3%	3%	-3%	-3%	3	19	-1%	-5%	-7%
S=C1NC2(CCCC2)Nc2ccccc21	-3%	-3%	-27%	-34%	-1	0	-3%	-4%	-5%
N#Cc1ccc(C(=O)N2CCC3CC2c2cc(N4CCCCC4)ccc23)cc1 (stereo unspecified)	-1%	3%	-2%	?	-3	10	-2%	.	.
COc1ccc(-c2csc3nc(-c4ccccc4F)oc(=O)c23)cc1	5%	9%	-4%	4%	5	-14	-21%	-8%	-140%[inhibitor]

Limited to IL1B secr inh and HT1080-NT tox (2 entries from above):
mol | IL1B secr inh | HT1080-NT tox
CC1CCN(S(=O)(=O)c2ccc(S(=O)(=O)NCC3COCCO3)cc2)CC1 (stereo unspecified) | 19 | 12%
C1CC(=NN=C2CCSCC2)CCS1 | -14 | 7%

Next part
SMILES	HT1080 IDH1KD tx	HEK293 tox	KB-3-1 tox	KB-V1 MDR tox	DRD3 agonist	IL1B secr inh	HT1080-NT tox	MCF10A rerep	SW480 rerep
COc1ccc(CCNC(=O)COC(=O)c2ccc[nH]c2=O)cc1	0%	-3%	1%	2%	-2	7	-7%	4%	-4%
COC(=O)NC1CCS(=O)(=O)C1 (stereo unspecified)	-15%	19%	1%	-1%	-10	-4	7%	0%	-2%
Cn1c(COc2ccccc2)nnc1SCC(=O)NC1CCCC1	5%	3%	-5%	12%	5	20	4%	4%	-9%
COc1ccccc1C(=O)NC(=O)COC(=O)c1cccc(NC(C)=O)c1	15%	-4%	-2%	-3%	-3	i	-2%	-8%	-25%
CCOC(=O)c1c(C)nn(-c2ccc(NC(=O)CSCC(=O)O)cc2)c1C	1%	-4%	1%	24%	13	12	8%	?	27%
CCOc1cc(-c2nc3ccccn3c2NCC2CCCO2)ccc1O (stereo unspecified)	-1%	13%	-5%	-5%	10	-7	-1%	?	-13%
Cc1ccc(SC(C)C(=O)Nc2ccccc2-c2ccccc2)cc1 (stereo unspecified)	-7%	-1%	3%	21µM*	-14	0	-1%	20%	?
Cc1ccccc1Cn1nnc2c(=O)[nH]c(C3CCCN(C(=O)c4ccc(C(C)(C)C)cc4)C3)nc21 (stereo unspecified)	.	-22%	?	-8%	5	.	.	.	.
CS(=O)(=O)N1CCN(c2ccccc2F)CC1	9%	-13%	-4%	-3%	-5	-9	7%	-3%	-9%
CCN(CC)CCn1c(=S)[nH]c2cc(C(=O)NCc3ccccc3Cl)ccc2c1=O	-12%	-8%	?	-5%	-10	?	-2%	12%	?
Cc1c(Cc2ccccc2)c(=O)oc2c(O)c(O)ccc12	-21%	53%[activator]	?	-9%	26	174	-1%	21µM*	?

Compounds listed so far containing four or more nitrogen atoms:
SMILES	HT1080 IDH1KD tx	HEK293 tox	KB-3-1 tox	KB-V1 MDR tox	DRD3 agonist	IL1B secr inh	HT1080-NT tox	MCF10A rerep	SW480 rerep
Cc1cc(NC(=O)CSc2nnc(COc3cccc(C)c3C)n2C)no1	16%	1%	-2%	?	1	3	10%	-16%	4%
C/C=C/c1ccc(OCC(=O)N(CCOC)c2c(N)n(CCCC)c(=O)[nH]c2=O)c(OC)c1	14%	2%	-6%	-15%	0	-6	2%	-3%	-10%
COc1ccc(Nc2nc(Cl)nc(Nc3ccc(OC)cc3)n2)cc1	3%	-3%	-2%	2%	8	-24	-4%	15%	3%
O=C(N/N=C/c1cn(Cc2ccccc2)c2ccccc12)c1cccnc1	-30%	-5%	-21%	-10%	-4	-29	-20%	-1%	0%
CCCOc1ccc(N2C(=O)CC(N3CCN(c4nc5ccccc5s4)CC3)C2=O)cc1 (stereo unspecified)	-1%	1%	-1%	1%	5	14	0%	5%	-4%
COc1ccccc1/C(C)=N/NC(=O)c1nnn(-c2nonc2N)c1C(C)C	-5%	-4%	10%	0%	2	4	-1%	-7%	0%
CC(C)CNc1ncnc2c1ncn2[C@H]1CN(Cc2ccco2)C[C@@H](CO)O1	7%	0%	0%	4%	-2	19	9%	.	.
CCNC(=S)NNC(=O)c1cc(-c2cccc(C)c2)nc2ccccc12	6.3µM*	-15%	?	?	2	-11	?	2%	-9%
COc1ccc(CNC(=O)CSc2ncn[nH]2)cc1	3%	-5%	?	-6%	-10	-16	-1%	5%	-3%
Cn1c(COc2ccccc2)nnc1SCC(=O)NC1CCCC1	5%	3%	-5%	12%	5	20	4%	4%	-9%
Cc1ccccc1Cn1nnc2c(=O)[nH]c(C3CCCN(C(=O)c4ccc(C(C)(C)C)cc4)C3)nc21 (stereo unspecified)	.	-22%	?	-8%	5	.	.	.	.
CCN(CC)CCn1c(=S)[nH]c2cc(C(=O)NCc3ccccc3Cl)ccc2c1=O	-12%	-8%	?	-5%	-10	?	-2%	12%	?
